NadD block – inhibitors of S. aureus NadD, primary screen, biochemical, colorimetric, uHTS. Nicotinate-nucleotide adenylyltransferase NadD (Staphylococcus aureus N315). purified NadD enzyme, colorimetric absorbance read-out. inhibition, % at 20 µM. 0.78% of 360,000 active. AID 602399, 2012; in the data active = inhibition above about 26%; also: some compounds past the cut are filed as inactive
MT1-MMP act inh – blockers of MT1-MMP proenzyme processing, primary screen, HT1080 RFP-PRO-GFP cells, GFP/RFP fluorescence. Matrix metalloproteinase-14 (Homo sapiens), P50281. GFP/RFP ratio fluorescence, overnight; percent of plate control window, DMSO zero. GFP/RFP ratio change, % at 20 µM. 0.061% of 360,000 active;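 active = GFP/RFP ratio change of at least 30% with cell ATP level not reduced by more than half and red fluorescence within 50% of control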; also: strong numbers were not always called active
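Test system: HT1080 RFP-PRO-GFP cells; Benchmarks: DMSO and RFP-L50D-GFP cell wells; Timing: cells overnight before dosing, compound overnight, 37 °C, 5% CO2; Compound: one 20 µM compound dose with 1% DMSO; Read-out: GFP/RFP fluorescence ratio.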
Scp-1 inhibitor – Scp-1 phosphatase inhibitors, primary screen, biochemical, colorimetric, uHTS | inhibition, % at 20 µM | 0.88% of 340,000 active | AID 493091, 2011 | Recombinant Scp1, phosphopeptide, malachite green phosphate absorbance | Carboxy-terminal domain RNA polymerase II polypeptide A small phosphatase 1 (Homo …;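 active = inhibition above about 50% at 20 µM, limit read from the data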;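 also: plate controls were DMSO wells with enzyme for no effect and wells lacking enzyme for full effect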
Target sequence (Q9GZU7 76-261 limits assumed): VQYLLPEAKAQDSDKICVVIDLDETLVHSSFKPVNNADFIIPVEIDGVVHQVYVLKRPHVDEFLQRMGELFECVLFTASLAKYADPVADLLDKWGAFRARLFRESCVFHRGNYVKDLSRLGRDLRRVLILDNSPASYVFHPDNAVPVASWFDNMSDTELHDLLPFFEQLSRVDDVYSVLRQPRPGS
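System: SCP-1 catalytic domain; Reagent: Phospho 17-mer peptide substrate; Doses: one concentration, 20 µM, with 1.0% DMSO; Incubation: 45 min room-temperature reaction, 5 min colour, 30 min stabiliser; Signal: Phosphate-binding colour reagent, absorbance read at 630 nm.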
Rpn11 block – Rpn11 (PSMD14) deubiquitinase inhibitors, primary screen, biochemical, fluorescence polarization, uHTS. 0.59% of 360,000 active. calls only at 20 µM. 26S proteasome non-ATPase regulatory subunit 14 (Homo sapiens), O00487. AID 588493, 2011. human 26S proteasome, Ub4-pepOG fluorescence polarization; 20S core pre-blocked with epoxomicin;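 active = inhibition at 20 µM, scaled to each plate's controls, above about 33%, limit read from the data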
Target sequence (O00487 whole entry, looked up): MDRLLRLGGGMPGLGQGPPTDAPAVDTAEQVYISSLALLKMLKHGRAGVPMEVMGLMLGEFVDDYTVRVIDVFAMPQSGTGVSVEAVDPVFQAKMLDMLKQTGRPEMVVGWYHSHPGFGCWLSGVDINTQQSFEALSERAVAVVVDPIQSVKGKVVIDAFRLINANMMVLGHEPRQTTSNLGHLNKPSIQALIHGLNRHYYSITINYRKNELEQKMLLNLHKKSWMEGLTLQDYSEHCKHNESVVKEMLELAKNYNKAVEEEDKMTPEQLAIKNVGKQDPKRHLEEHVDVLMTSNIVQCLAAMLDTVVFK
STEP block – STEP phosphatase inhibitors, primary screen, biochemical, fluorescence intensity, uHTS | Tyrosine-protein phosphatase non-receptor type 5 (Homo sapiens), P54829 | recombinant STEP, OMFP fluorogenic substrate | inhibition, % at 20 µM | 0.25% of 360,000 active;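 active = inhibition at 20 µM, scaled per plate between control wells, above about 37%, limit read from the data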;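 also: 0% = DMSO with enzyme and substrate and 100% = substrate only without enzyme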
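Material: STEP (striatal-enriched tyrosine phosphatase) enzyme, cell-free; Compound dosing: 20 µM single dose in 1% DMSO; Technique: fluorescence read at 480 nm ex / 540 nm em; Times: reaction 20 min, ambient temperature; Medium: 50 mM Bis-Tris pH 6.0 with 2.5 mM DTT and 0.005% Tween 20; Also added: OMFP at 25 µM.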
DNMT1 block – human DNMT1 methyltransferase inhibitors, primary screen, biochemical, molecular beacon, fluorescence, HinP1I cleavage, uHTS. 0.83% of 360,000 active. DNA (cytosine-5)-methyltransferase 1 (Homo sapiens), P26358. inhibition (reported as % activation of signal), % at 10 µM; in the data active = inhibition above about 50%
SUMO1 PPI mod – modulators of SUMO1 protein-protein interactions, primary screen, biochemical, uHTS. Small ubiquitin-related modifier 1 (Homo sapiens), P63165. SUMO1 binding to a labelled peptide, TR-FRET, 1 h. inhibition, % at 20 µM. 0.33% of 360,000 active; in the data active = inhibition above about 37%
Target sequence (P63165 whole entry, looked up): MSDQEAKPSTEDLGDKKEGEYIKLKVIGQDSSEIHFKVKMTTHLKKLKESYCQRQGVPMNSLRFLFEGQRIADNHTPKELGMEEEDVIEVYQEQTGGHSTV
SKN-1 inh – suppressors of acrylamide-induced Pgst-4::GFP reporter in worms, primary screen, SKN-1 inhibitor project, whole organism, uHTS, GFP/RFP fluorescence ratio, strain VP596 | C. elegans VP596 Pgst-4::GFP/RFP ratio, 24 h | inhibition, % at 21.8 µM | 0.49% of 360,000 active;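 active = interference check ratio from 0.5 to 1.5 plus GFP to RFP signal ratio inhibition reaching or exceeding a fixed threshold, cut at about 30% in these data, passing the limit was not always enough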; also: some compounds called inactive have numbers as strong as hits
LMPTP inh – LMPTP phosphatase inhibitors, primary screen, biochemical, fluorescence intensity, uHTS; Low molecular weight phosphotyrosine protein phosphatase (Homo sapiens), P24666; recombinant LMPTP-A, OMFP fluorogenic substrate; inhibition, % at 20 µM; 0.22% of 360,000 active;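 active = compounds that cut the enzyme signal by at least half of the control window in the single-dose screen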;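 also: plate controls were DMSO wells with enzyme plus substrate for no effect and substrate without enzyme for full effect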
Target sequence (P24666 whole entry, looked up): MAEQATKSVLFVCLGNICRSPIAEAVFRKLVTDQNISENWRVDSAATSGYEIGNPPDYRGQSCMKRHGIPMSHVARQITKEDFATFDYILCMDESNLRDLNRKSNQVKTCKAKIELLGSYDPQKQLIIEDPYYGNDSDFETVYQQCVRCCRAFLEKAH
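Test system: LMPTP-A phosphatase enzyme; input: 0.625 nM LMPTP-A final; reagent: OMFP substrate, 400 µM final; compound dosing: 20 µM single dose, 3% DMSO; incubation: 50 min dark incubation at room temperature; measured by: endpoint fluorescence intensity from OMFP dephosphorylation; measure: % inhibition relative to no-enzyme and uninhibited control wells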
CendR NRP1 mod – modulators of CendR peptide binding to NRP-1, primary screen, biochemical, fluorescence polarization, uHTS; Neuropilin-1 (Homo sapiens), O14786; FAM-RPARPAR peptide binding to NRP-1; inhibition, % at 25 µM; 0.85% of 360,000 active; AID 602438, 2012;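 active = inhibition or corrected inhibition above about 18%, plus a signal ratio from 0.5 to 1.5, limit read from the data, passing the limit was not always enough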; also: strong numbers were not always called active
An asterisk follows results filed as active; i = inactive; nt = not tested or not shown; + = active, no number.

SMILES	NadD block	MT1-MMP act inh	Scp-1 inhibitor	Rpn11 block	STEP block	DNMT1 block	SUMO1 PPI mod	SKN-1 inh	LMPTP inh	CendR NRP1 mod
C/C(=N\OC(=O)Nc1ccccc1)c1ccc(C)cc1	-2	-1	-15	i	1	1	-2	10	0.2	-1
CCOC(=O)/C(=C\c1ccccc1)NC(=O)c1ccccc1	-1	2	-5	i	-1	0	-1	0	0.5	-3
COc1ccc(OC)c(NC(=O)CSc2nnc(CCCO)n2-c2ccccc2)c1	-2	0	-2	i	-2	8	-4	12	-1.7	4
CCOc1ccc(OC(=O)NC(c2ccccc2)C(Cl)(Cl)Cl)cc1 (stereo not drawn)	-2	8	-10	i	-2	-2	2	12	-1.3	4
O=[N+]([O-])c1ccc(Nc2nccc(Cl)n2)cc1	-4	-2	-7	i	-2	2	-26	45*	1.0	-4
Nn1cnc2c([nH]c3ccccc32)c1=O	-4	0	-5	i	2	2	-1	9	-0.8	-5
CCOc1ccc(C2C(C(=O)c3ccc(C)o3)=C(O)C(=O)N2c2nc(C)c(C(=O)OC)s2)cc1 (stereo not drawn)	13	-6	0	+	9	0	3	4	28	-56
COc1ccc(CNC(=O)CC[C@H]2O[C@@H](n3cc(C)c(=O)[nH]c3=O)C[C@@H]2O)cc1	2	4	nt	i	-4	-1	2	6	-0.7	0

(further entries)
SMILES	NadD block	MT1-MMP act inh	Scp-1 inhibitor	Rpn11 block	STEP block	DNMT1 block	SUMO1 PPI mod	SKN-1 inh	LMPTP inh	CendR NRP1 mod
CCCN1C(=S)SC(C)(C)C1/[N+]([O-])=C/c1cccnc1 (stereo not drawn)	-1	-2	5	i	-4	2	-4	-14	-1.5	-5
CN(CC(=O)Nc1cccc(F)c1)C(=O)c1cc(=O)[nH]c2ccccc12	15	1	11	i	-1	3	-1	-10	-0.1	12
CCn1c(CNC(=O)c2ccco2)nnc1SCC(=O)Nc1cc(C)c(C)cc1Br	0	-2	-5	i	-1	2	-3	25	-0.8	-7
C=C(C)c1cccc(C(C)(C)NC(=O)N2CCN(C(=O)OCC)CC2)c1	3	1	nt	i	3	0	2	10	0.9	-4
Cc1ccc(CN2CCCC(CO)(Cc3ccccc3C)C2)s1 (stereo not drawn)	-4	-2	6	i	1	2	1	-6	0.3	-3
CC(Sc1nncs1)C(=O)Nc1ccc2c(c1)OCO2 (stereo not drawn)	7	3	0	i	0	-5	4	14	1.7	-6
CCOC(=O)Cn1cnc2sc3c(c2c1=O)CCC3	0	-3	16	i	-4	-5	1	0	-0.1	-6
COc1ccccc1C(=O)Nc1ccnn1C1CCN(Cc2ccc3nonc3c2)CC1	-6	-3	3	i	-1	1	-25	14	0.9	2

Following part
SMILES	NadD block	MT1-MMP act inh	Scp-1 inhibitor	Rpn11 block	STEP block	DNMT1 block	SUMO1 PPI mod	SKN-1 inh	LMPTP inh	CendR NRP1 mod
O=C(c1c(F)cccc1F)N1CCN(c2ccccc2F)CC1	-3	-2	-4	i	0	4	0	7	-1.3	-4
O=C(O)COc1ccccc1/C=N/NC(=O)c1ccc(F)cc1	7	5	0	i	-1	2	-2	8	-0.2	1
O=C(Nc1ccccc1)N1CCCN(c2c(Cl)cncc2Cl)CC1	1	0	0	i	-2	-1	6	-4	-1.1	1
c1ccc(-[n+]2nc(Nc3cccc4ccccc34)sc2-c2c3ccccc3cc3ccccc23)cc1	42*	14	22	i	6	9	-18	10	29	17
CC(=O)c1ccc(OCCCC(=O)Nc2ccc3c(c2)OCCO3)cc1	-5	4	6	i	0	-1	7	2	1.9	-9
O=C(N[C@@H](Cc1ccccc1)C(=O)N1CCN(S(=O)(=O)c2ccc(F)cc2)CC1)c1ccco1	2	1	-6	i	4	1	4	-13	0.2	4
OC(COc1ccccc1)CN1CCCC1 (stereo not drawn)	-5	0	-3	i	-1	-1	-2	-9	-1.4	11
Cn1cnc2c(cnn2C)c1=O	-5	1	42	i	-1	5	2	-3	-1.6	-1

Next part:
SMILES	NadD block	MT1-MMP act inh	Scp-1 inhibitor	Rpn11 block	STEP block	DNMT1 block	SUMO1 PPI mod	SKN-1 inh	LMPTP inh	CendR NRP1 mod
CC(=O)O[C@H]1[C@@H](O)[C@H](O)[C@H](Oc2c(O)c(C)c3c4c2[C@@H](C)CC[C@@H]4[C@@H](C)C[C@@H]3C=C(C)C)O[C@H]1C	1	1	nt	i	-4	-14	4	40*	1.7	-4
CCN(c1ccccc1)S(=O)(=O)c1ccc(OC)c(NC(=O)c2ccc(=O)[nH]c2)c1	0	4	2	i	-3	3	-2	2	-1.1	-5
OCCCNC(=S)Nc1ccc2nc(-c3ccccn3)c(-c3ccccn3)nc2c1	1	-31	0	i	0	-6	-21	3	-0.2	12
[O-][N+]12CCN(CC1)c1ccccc12	-3	0	5	i	2	4	0	0	0.6	-2
Cc1ccc2c3c([nH]c2c1C)-c1nonc1CC3	-6	-10	-8	i	9	22	1	0	-0.7	-6
O=C(NCCCN1CCCC1)C1CCC(=O)N1C1CCCCC1 (stereo not drawn)	-5	4	0	i	-1	2	2	-2	-0.9	7
O=c1cc(-c2ccc(O)c(O)c2)oc2cc(O)cc(O)c12	-4	-116	-9	i	0	11	-17	6	6.4	-68
Cc1ccc(CCNC(=O)CNC(=S)N(Cc2ccccc2)Cc2cccnc2)cc1	-1	-5	15	i	0	7	7	1	-1.4	3

Next part
SMILES	NadD block	MT1-MMP act inh	Scp-1 inhibitor	Rpn11 block	STEP block	DNMT1 block	SUMO1 PPI mod	SKN-1 inh	LMPTP inh	CendR NRP1 mod
O=C1c2cccc3c([N+](=O)[O-])ccc(c23)C(=O)N1O	24	-105	83*	i	10	71*	32	-69	22	12
COc1ccc(OC)c(S(=O)(=O)Nc2cc3c4c(c2)CCC(=O)N4CCC3)c1	-2	1	-6	i	-1	1	-5	8	-1.3	-10
CCOC(=O)C(C)Oc1cccc2c(=O)n(CC(=O)NCCc3ccccc3)ccc12 (stereo not drawn)	0	6	-12	i	1	3	-4	-4	-1.4	4
Cc1nc2c(OCCOc3ccc(F)cc3)cccn2c1N(C)C(=O)CCC1CCCC1	4	-8	nt	i	4	-9	-1	-15	3.1	7
NC(=O)NC(CC(=O)NCCc1ccc(S(N)(=O)=O)cc1)c1ccccc1Cl (stereo not drawn)	-5	3	-2	i	-1	2	4	-7	-0.1	23
Cc1cccc(N(Cc2ccccc2)C(=O)c2ccc(F)c(S(=O)(=O)N3CCOCC3)c2)c1	-8	-2	-11	i	0	-2	1	-22	1.0	2
O=C(OCC(=O)c1c[nH]c2ccccc12)c1ccc(OC(F)F)cc1	-6	1	nt	i	-4	2	8	2	3.9	-15
COc1ccccc1N(Cc1cc(=O)[nH]c2ccccc12)C(=O)C(C)C	0	-9	-1	i	1	1	-5	3	0.6	7

Of the compounds above, three contain an aryl thioether with sulfur outside any ring.
SMILES	NadD block	MT1-MMP act inh	Scp-1 inhibitor	Rpn11 block	STEP block	DNMT1 block	SUMO1 PPI mod	SKN-1 inh	LMPTP inh	CendR NRP1 mod
COc1ccc(OC)c(NC(=O)CSc2nnc(CCCO)n2-c2ccccc2)c1	-2	0	-2	i	-2	8	-4	12	-1.7	4
CCn1c(CNC(=O)c2ccco2)nnc1SCC(=O)Nc1cc(C)c(C)cc1Br	0	-2	-5	i	-1	2	-3	25	-0.8	-7
CC(Sc1nncs1)C(=O)Nc1ccc2c(c1)OCO2 (stereo not drawn)	7	3	0	i	0	-5	4	14	1.7	-6

(next part)
SMILES	NadD block	MT1-MMP act inh	Scp-1 inhibitor	Rpn11 block	STEP block	DNMT1 block	SUMO1 PPI mod	SKN-1 inh	LMPTP inh	CendR NRP1 mod
Cc1nc(C)n(C(C)CNS(=O)(=O)c2ccc(C)c(C)c2)n1 (stereo not drawn)	5	-3	-4	i	1	2	0	20	-0.1	-2
COc1ccc(NC(=O)c2cc(-c3cc(Cl)ccc3OC)n[nH]2)c(C)c1	1	-9	nt	i	-3	-11	0	29	0.1	-3
C[N+]1(CC(=O)OCCCc2ccccc2)CCCCC1	2	3	24	i	-1	-1	1	6	-1.0	18
CCCS(=O)(=O)N1CCCC(C(=O)NCCCN(C)c2ccccc2)C1 (stereo not drawn)	-7	4	-10	i	-1	-1	1	4	-1.1	7
O=C(CSc1nnc(CNC(=O)c2cccs2)o1)Nc1ccccc1	2	4	-8	i	0	2	1	-4	-0.5	-5
O=C(N/N=C/C1=Cc2ccccc2OC1)c1ccncc1	-2	1	23	i	-2	5	-23	27	-1.0	4
COc1ccc(-c2csc(Nc3ccc(S(=O)(=O)Nc4cc(C)on4)cc3)n2)cc1C	20	1	-8	i	-3	-11	16	2	4.1	12
O=C(CN1C(=O)CCSc2ccccc21)NC1CCCCC1	1	2	-2	i	-1	1	-7	8	-1.7	2
O=S(=O)(c1ccc(S(=O)(=O)N(Cc2ccc(F)cc2)C2CCCC2)cc1)N1CCCC1	-8	-6	-4	i	8	0	0	17	0.3	10
O=C(NN1CCOCC1)c1ccc(Br)s1	-2	4	-5	i	-2	0	0	0	-0.3	-3

Not a hit list, and some 3.9% of all compounds hit somewhere here.
